PfHsp90 set2 = growth inhibition of yeast expressing Plasmodium Hsp90; inhibition, % at 9.4 µM; AID 504621; 310,000 compounds, 0.32% hits; S. cerevisiae expressing PfHsp90, BacTiter-Glo ATP, 48 h; yeast lacking PDR1 and PDR3 efflux regulators;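 active = every replicate shows inhibition above about 80%, whatever the replicate mean, limit read from the data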;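 also: 0% = DMSO neutral controls and 100% = 20 µM radicicol positive controls; yeast relying on Plasmodium falciparum Hsp90 in place of its own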
Mot1-301 SUMO = SUMOylation pathway inhibition by Mot1-301 growth rescue. 320,000 compounds, 1% hits. growth rescue, % at 18.8 µM. S. cerevisiae Mot1-301 growth rescue, ATP luminescence, 38.5C; percent above DMSO median, 100 means doubled;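 active = every valid replicate shows activation above 250% relative to neutral control wells; inactive = the rest, any valid replicate at or below 250%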;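 also: OY570 slx delta 5 strain wells were the positive control but not used for scaling; some compounds called inactive have numbers as strong as hits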
OPRM1-OPRD1 ag = OPRM1-OPRD1 heterodimerization agonism; P35372+P41143; cells, luminescence; activation, % at 9.3 µM; 340,000 compounds, 0.3% hits; AID 504326; in the data active = activation above about 18%;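 also: 0% = vehicle-treated cells and 100% = reference agonist; values of inactives mirror those of a sister screen read the other way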
HTR5A inv ctr = counter-screen for OPRM1-OPRD1 inverse agonists: human HTR5A inverse agonism; HTR5A cell line, luminescence; inhibition, % at 9.3 µM; 340,000 compounds, 0.083% hits; in the data active = inhibition mostly above about 23%, no sharp cut-off; inactive = mostly below about 18%;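 also: 0% = cells with DMSO and 100% = no-cell wells with DMSO; some compounds called inactive have numbers as strong as hits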
Target sequence (P47898 whole entry, looked up): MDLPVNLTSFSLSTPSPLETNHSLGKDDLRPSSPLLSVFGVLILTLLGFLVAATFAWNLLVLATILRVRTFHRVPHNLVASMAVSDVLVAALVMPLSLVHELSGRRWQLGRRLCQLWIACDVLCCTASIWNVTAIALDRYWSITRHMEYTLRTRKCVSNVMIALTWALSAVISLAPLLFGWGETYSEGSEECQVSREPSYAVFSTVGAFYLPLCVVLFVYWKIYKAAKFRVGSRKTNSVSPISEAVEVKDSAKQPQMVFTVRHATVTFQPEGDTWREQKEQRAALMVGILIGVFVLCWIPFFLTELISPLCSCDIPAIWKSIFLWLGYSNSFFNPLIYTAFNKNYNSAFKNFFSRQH
OPRM1-OPRD1 inv = inverse agonists of human mu-delta opioid receptor heterodimerization; P35372+P41143; cell-based MOR-DOR heterodimer luminescence, inverse agonism; inhibition, % at 9.3 µM; 340,000 compounds, 0.21% hits; in the data active = inhibition above about 22%, passing the limit was not always enough;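 also: 0% = cells with DMSO and 100% = wells without cells with DMSO; values of inactives mirror those of a sister screen read the other way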
Ecoli viability = counter-screen for AddAB inhibitors: E. coli growth inhibition | E. coli V3065 growth, OD600 absorbance, 18 h | inhibition, % at 11.9 µM | 330,000 compounds, 0.27% hits | AID 449728;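 active = inhibition above the campaign's mean inhibition across all tested compounds plus 3 SD, cut at about 9.9% in these data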;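 also: uninfected addAB+ strain grown without phage in ampicillin broth; 0% = DMSO wells and 100% = ciprofloxacin 0.95 µg/ml wells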
phage Ecoli inh = E. coli growth loss with phage present; growth absorbance; inhibition, % at 11.9 µM; 360,000 compounds, 0.26% hits; in the data active = inhibition above about 11%
Pemphigus Ab inh = blocks pemphigus antibody binding to human desmoglein-3; DSG3-coupled beads, scFv-anti-DSG3-GFP binding, flow cytometry; hits give low values; 310,000 compounds, 0.48% hits; AID 588358; P32926; binding (percent of control), % at 10 µM;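 active = binding more than 3 SD below its plate's average and above zero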;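 also: hits lower antibody fragment binding to DSG3; some compounds called inactive have numbers as strong as hits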
AddAB inh = less growth of phage-infected E. coli with AddAB. inhibition, % at 11.9 µM. E. coli expressing H. pylori AddAB, absorbance growth. 330,000 compounds, 0.29% hits. AID 435030; in the data active = inhibition above about 12%;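 also: 0% = vehicle wells of infected cells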
PKA-R1A activ = activators of PKA-R1A complex; P00514+P68181; PKA-R1A dissociation, Cy5-IP20 fluorescence polarization; scaled: DMSO 0%, 113 µM cGMP 100%; activation, % at 11.4 µM; 340,000 compounds, 0.083% hits; AID 504707;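 active = percent activation above the mean of all tested compounds plus 3 SD, cut at about 19% in these data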;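 also: higher means more PKAc released from R1A so a rise in polarization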
HTR5A ag = activates human HTR5A in OPRM1-OPRD1 agonist counter-screen; P47898; 340,000 compounds, 0.61% hits; HTR5A agonist assay, luminescence, cell-based; activation, % at 9.3 µM; in the data active = activation mostly above about 9.5%, no sharp cut-off; inactive = mostly below about 7.6%;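 also: 0% = cells with vehicle only and 100% = reference agonist; strong numbers were not always called active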
An asterisk follows results filed as active; . = not tested or not shown.

SMILES	PfHsp90 set2	Mot1-301 SUMO	OPRM1-OPRD1 ag	HTR5A inv ctr	OPRM1-OPRD1 inv	Ecoli viability	phage Ecoli inh	Pemphigus Ab inh	AddAB inh	PKA-R1A activ	HTR5A ag
CC1=CC(C)(C)N(C(=O)CSc2nnc(N)s2)c2cc(C)c(C)cc21	14	2	-1.9	9	10	1.1	1.1	.	-2.0	-2	0
COc1cc2ccccc2cc1C(=O)N1CCCCC1	10	-3	-4.0	-11	19	-2.5	1.8	105	1.2	7	0
COCCNCCCCOc1ccccc1-c1ccccc1	15	-8	-1.1	8	5	2.9	2.5	89	3.7	-10	3
COc1cc(C=Nc2c(C)cc(C)cc2C)ccc1OC(C)=O	-3	33	-1.9	-27	9	-0.3	4.2	98	3.2	-11	-1
O=C(O)/C=C/c1cccc(NC(=O)Nc2ccc([N+](=O)[O-])cc2)c1	-11	-14	-2.4	-19	11	0.9	2.1	98	-2.1	-8	5
COc1ccccc1N=CC1=C(O)CC(c2ccccc2)CC1=O (stereo not given)	14	16	-0.9	13	4	-0.1	-0.6	111	2.9	5	7
CCNS(=O)(=O)c1cc(OC)ccc1OC	.	.	-2.2	-30	11	-1.1	3.4	92	2.4	13	-3
Cc1ccc(S(=O)(=O)c2nc(-c3ccccc3)oc2NCCN2CCOCC2)cc1	6	-21	-4.0	-17	18	-1.2	5.5	93	2.1	4	3
c1ccc(NNC2=NCCCCC2)cc1	-20	46	-3.0	5	14	0.5	2.0	102	1.6	1	-1
O=C(c1ccc(S(=O)(=O)c2ccccc2)cc1)N1CCCCCC1	-22	-17	-0.8	15	4	-0.1	1.0	109	0.8	6	-5
COc1cccc(CC2(CO)CCCN(Cc3cnn(-c4ccccc4)c3)C2)c1 (stereo not given)	3	-18	1.1	-31	-5	-0.1	2.8	101	0.0	-3	-1
O=C(Nc1cccnc1)c1ccc(Cl)c(S(=O)(=O)N2CCOCC2)c1	-33	-15	-0.7	0	4	-2.3	0.9	93	3.4	0	0
Cc1ccc(NC(=O)c2ccc3c(c2)CCN3S(C)(=O)=O)cc1C	28	-2	-2.2	-1	10	1.4	3.7	104	1.7	-5	0
CCN(C(=O)COC(=O)C(C)(C)Oc1ccc(Cl)cc1)c1c(N)n(Cc2ccccc2)c(=O)[nH]c1=O	5	.	-5.7	-7	21	.	0.7	.	.	-9	1
COCCN(C(=O)CN1CCCc2ccccc21)c1c(N)n(Cc2ccccc2)c(=O)[nH]c1=O	-4	41	-1.1	-4	6	-0.4	2.8	.	-2.3	-7	1
CNC(=S)NNC(=O)c1cccc(N(C)C)c1	-19	11	-3.2	8	17	-0.8	2.3	98	-0.2	0	-3
CC(=O)Nc1cccc(CP(=O)(c2ccccc2)c2ccccc2)c1	-3	-13	-1.8	-1	9	1.6	-0.4	118	0.1	-5	-1
Cc1ccc(OCCNC(=O)c2cccc(C)c2)cc1	2	7	-3.2	-2	16	1.8	3.5	114	1.3	0	0
CCCCN(C1CCS(=O)(=O)C1)S(=O)(=O)c1cccs1 (stereo not given)	.	1	0.2	17	-1	1.1	3.0	107	2.5	-4	3
NS(=O)(=O)c1cccc(NC(=O)Nc2ccc(Cl)cc2)c1	-2	6	4.0	6	-22	2.7	6.0	102	2.1	8	-2
COc1ccc(-c2cc(-c3ccccc3)nc(SC(C)C(=O)O)c2C#N)cc1 (stereo not given)	-30	-7	-2.4	-10	12	-2.1	2.9	109	1.8	13	3
O=C(CC(=O)c1cccnc1)c1ccccc1	.	.	-2.5	9	13	.	-4.4	66*	.	3	-3
Cc1occc(=O)c1OCc1ccc(Cl)cc1Cl	1	1	-1.4	-2	8	0.5	-2.1	91	-0.4	-5	1
Cc1cc(Cl)ccc1NNC(=O)c1snnc1C	-6	163	-2.0	6	10	-0.2	2.8	.	0.7	3	0
Cc1cc(C)n(-c2ncc(-c3ccccc3)nn2)n1	-14	2	0.6	12	-3	0.5	4.1	104	1.8	-7	-4
O=S(=O)(c1ccc2nc(Cc3ccccc3)[nH]c2c1)N1CCOCC1	7	-13	1.3	21	-8	-1.3	0.6	102	1.9	-8	-9
COc1ccc(CNC(=O)CSCc2ccccc2Cl)cc1	-13	26	-0.6	11	3	-0.5	0.7	.	4.5	1	8
O=C1CC(c2ccc(O)c(O)c2)Oc2cc(O)cc(O)c21 (stereo not given)	1	1	-0.1	9	0	-3.9	2.8	97	0.8	-13	6
CC(=O)c1sc(Nc2ccccn2)nc1C	35	-5	-0.4	8	2	-1.2	0.5	105	1.9	-10	-3
COc1cccc(/C=C/C(=O)N(C)CC(=O)Nc2ccc(Cl)c(C(F)(F)F)c2)c1	.	-8	8.1	-6	-51	-1.8	4.3	102	-0.8	-7	2

Part of the list above, with bars between the fields:
Molecule | PfHsp90 set2 | Mot1-301 SUMO | OPRM1-OPRD1 ag | HTR5A inv ctr | OPRM1-OPRD1 inv | Ecoli viability | phage Ecoli inh | Pemphigus Ab inh | AddAB inh | PKA-R1A activ | HTR5A ag
Cc1cc(C)n(-c2ncc(-c3ccccc3)nn2)n1 | -14 | 2 | 0.6 | 12 | -3 | 0.5 | 4.1 | 104 | 1.8 | -7 | -4
CC(=O)c1sc(Nc2ccccn2)nc1C | 35 | -5 | -0.4 | 8 | 2 | -1.2 | 0.5 | 105 | 1.9 | -10 | -3

Next entries follow.
SMILES	PfHsp90 set2	Mot1-301 SUMO	OPRM1-OPRD1 ag	HTR5A inv ctr	OPRM1-OPRD1 inv	Ecoli viability	phage Ecoli inh	Pemphigus Ab inh	AddAB inh	PKA-R1A activ	HTR5A ag
CCCCn1c(-c2ccc(Cl)c(Cl)c2)nc2cc3[nH]c(=O)c(C(C)C)nc3cc21	-14	-2	0.1	-1	0	1.1	0.3	.	-0.2	-2	-3
Cc1oc(C)c2c(=O)ccc3c(c12)OC(N)=C(C#N)C3c1ccccc1 (stereo not given)	9	-1	-0.5	5	2	-2.1	1.7	93	2.4	-9	-2
O=C(NC1CCCCCC1)c1ccc(OCC2CCCO2)cc1 (stereo not given)	0	-9	-3.2	-4	16	-1.4	3.9	86	1.7	0	0
O=C(Nc1ccccc1Oc1cccnc1)C1CCCN(Cc2cccc(Cl)c2)C1 (stereo not given)	12	103	-2.7	13	14	0.0	3.4	90	2.7	-5	-3
CCOC(=O)C1CCN(Cc2ccc(OC)cc2OC)CC1	-2	8	0.2	-10	-1	-0.8	1.3	.	-0.2	8	3
O=C(c1ccc([N+](=O)[O-])cc1)N1CCN(Cc2ccccc2)CC1	4	7	-0.9	11	5	2.2	0.8	105	2.4	5	-3
Cc1ccc(C)c(NS(=O)(=O)c2cc(C(=O)NCCC3=CCCCC3)ccc2C)c1	-4	3	-1.3	-9	8	-0.1	-0.8	101	-0.6	-2	-4
CCN1CCc2c(OCC(=O)N3CCCc4ccccc43)cccc2C1=O	.	.	-3.1	-32	15	-3.3	-0.6	111	0.5	-6	-5
CCOc1ccccc1C(=O)NCC(=O)OCC(=O)NCCc1ccc(S(N)(=O)=O)cc1	7	-5	-1.3	8	6	0.4	3.0	113	0.1	-31	3
Cc1ccc(-n2c(O)c(C=NC3CCS(=O)(=O)C3)c3ccccc3c2=O)cc1C (stereo not given)	9	-13	-1.0	-34	5	-0.1	2.4	95	-0.7	-2	15*
O=[N+]([O-])c1ccc(N2CCN(S(=O)(=O)c3ccccc3[N+](=O)[O-])CC2)cc1N1CCc2ccccc2C1	1	2	-2.5	20	14	0.1	2.4	115	0.0	-17	-3
CC(C)c1ccc(/C=C/C(=O)Nc2nncs2)cc1	13	-4	3.1	-13	-18	-0.8	4.4	84	4.3	-6	4
O=C(NCc1nc2ccccc2[nH]1)C1=C[C@@H](c2ccccc2)C[C@@H](OCc2ccc(CO)cc2)O1	15	-9	-2.4	-14	14	-0.2	2.5	98	-1.6	-7	5
CCOC(=O)c1ccc(S(=O)(=O)NCCN2CCOCC2)cc1	12	7	-1.4	13	7	0.1	1.6	99	-3.4	1	0
Cc1cc(C)nc(N2CCCC(C(=O)Nc3nnc(C)s3)C2)n1 (stereo not given)	1	-7	-1.5	3	8	-0.8	0.9	95	-1.2	-3	-1
CCOC(=O)c1c(C)[nH]c(C(=O)OCC(=O)Nc2ccc(OCC)cc2)c1C	.	0	-0.7	-15	4	-1.7	4.5	91	1.1	-10	0
Cc1ccc(-c2nnc(SCC(=O)NNC(=O)COc3ccccc3C)n2C)cc1	-10	-18	-0.6	-2	4	1.5	3.3	122	1.1	1	5
CC(C)OCCCNC(=O)c1ccc(Br)cc1	5	462	-1.6	-1	8	1.4	.	90	1.6	-1	-1
CCN1CCc2c(sc(NC(=O)Nc3ccc(Cl)c(Cl)c3)c2C(N)=O)C1	2	8	3.8	-19	-19	-1.2	1.9	86	2.1	-12	3
CCOc1ccc(CC(=O)N2CCC3(CC2)NCCc2[nH]cnc23)cc1	31	8	-3.3	11	17	-0.1	-0.8	.	2.5	4	-2
OC[C@@H](O)C1OC2NC(=S)OC2C1O (stereo not given in full)	6	2	-0.2	1	1	-1.6	0.6	104	2.7	-13	0
Clc1cc(Cl)cc(C2=NC(Cc3ccccc3)CO2)c1 (stereo not given)	7	-4	7.1	-28	-38	-1.7	-0.5	102	2.1	6	1
CCOC(=O)c1sc(=NC(=O)c2ccc(C)cc2)n(C)c1C	.	-5	-1.8	-15	9	-0.8	0.0	114	1.6	-4	6
Cn1cc(Br)c(C(=O)Nc2ncc(Br)s2)n1	6	4	-2.7	0	13	-1.7	4.2	97	1.8	4	0
CCN1CCN(c2c(Cl)cccc2NC(=O)c2cccs2)CC1	-15	8	-2.9	-19	16	2.3	4.2	106	2.3	7	-1
CNC(=O)CSCCn1c(SCC(=O)NC)nc2ccccc2c1=O	-12	-14	-0.4	-4	2	-1.0	3.7	101	1.2	-9	1
COc1ccc(N2CCN(C(=O)CSc3nnc4c(C)cc5ccc(C)c(C)c5n34)CC2)cc1	.	.	-2.6	5	12	1.2	2.0	106	0.8	0	6
CS(=O)(=O)N(CC(=O)Nc1ccccc1C(=O)N1CCCC1)c1cccc([N+](=O)[O-])c1	15	393	-1.1	21	6	2.2	3.3	102	1.0	1	-1
CC(=O)Nc1ccc(S(=O)(=O)N2CCC(=O)Nc3ccccc32)cc1	58	105	-2.1	-3	11	-0.2	4.1	79	0.5	-15	1
CCOc1ccc(CCNS(=O)(=O)c2cn(C)cn2)cc1OCC	13	0	-1.6	6	9	-1.9	0.9	107	4.6	6	1
O=C(c1cnccn1)N1CCN(S(=O)(=O)c2cccc(Cl)c2)CC1	.	3	-1.3	9	7	-2.1	1.9	93	-1.1	3	-2
COc1ccc(NC(=O)N2CCC(CO)(CC3CCCCO3)CC2)c(OC)c1 (stereo not given)	1	-7	0.2	-20	-1	1.5	-1.5	92	1.3	-10	2
Cc1cccc(N2CCN(C(=O)c3ccc(Cl)c(S(=O)(=O)N4CCc5ccccc5C4)c3)CC2)c1C	-21	-1	-0.2	-11	1	1.0	2.4	96	1.7	-1	2
Cc1ccc(NC(=O)c2cccc(C(=O)Nc3ccc(C)cc3C(=O)O)c2)c(C(=O)O)c1	10	-4	-2.1	-5	10	-0.7	0.5	97	-0.4	-2	1
CCCC1=NN(c2ccc([N+](=O)[O-])cc2)C(=O)/C1=C/N(C)C	4	-4	-2.6	-4	14	0.3	1.8	100	2.1	19*	4

High-throughput results (PubChem)
